T cell HTS = modulators of CD8 T cell-vesicle binding, primary screen, mouse 2C CD8+ T cells, flow cytometry. 2C CD8+ T cell-vesicle binding; stronger effect = lower value. calls only at 7 µM. actives 0.068% (n = 330,000);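 active means response, share of CD8 T cells binding vesicles, and their 90th percentile fluorescence all below set limits, cut at about 80% in these data, passing the limit was not always enough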
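System: murine 2C transgenic CD8+ T lymphocytes; also added: QL9-loaded Drosophila micro-vesicles; times: binding 1.5 h at 37 °C; measured by: flow cytometry, PE anti-B7-1 (FL2) versus Alexa647 anti-CD8 (FL8), PFA-fixed; control set: Peptide-free naked vesicles (low) and QL9 vesicles with 0.7% DMSO vehicle (high)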
NTR1 ag = agonists of NTR1, primary screen, imaging, U2OS cells, beta-arrestin-GFP, high content (AID 493036) | activation, % at 20 µM | Neurotensin receptor type 1 (Homo sapiens), P30989 | NTR1-U2OS beta-arrestin-GFP spot imaging, agonist mode | actives 0.17% (n = 330,000);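 active means activation at or above 40% of the spot to cytoplasm intensity ratio, with at least 20 cells analyzed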;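 further: 0% = DMSO without peptide and 100% = 100 nM NTR1 peptide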
Target sequence (P30989 whole entry, looked up): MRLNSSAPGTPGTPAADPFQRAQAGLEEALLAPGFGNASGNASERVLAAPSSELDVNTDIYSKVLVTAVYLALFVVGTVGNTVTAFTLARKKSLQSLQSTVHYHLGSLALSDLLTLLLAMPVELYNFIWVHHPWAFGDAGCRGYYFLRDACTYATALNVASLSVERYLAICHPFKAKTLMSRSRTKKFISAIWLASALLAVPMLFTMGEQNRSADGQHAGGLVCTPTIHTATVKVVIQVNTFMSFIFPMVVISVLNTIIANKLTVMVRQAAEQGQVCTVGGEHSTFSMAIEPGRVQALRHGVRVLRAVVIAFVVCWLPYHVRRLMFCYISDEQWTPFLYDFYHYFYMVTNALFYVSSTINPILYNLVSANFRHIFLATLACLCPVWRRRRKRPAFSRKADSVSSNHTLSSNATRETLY
T cell HTS vesicle-bound % = also measured in T cell HTS; calls as there; double positive events, %; measured here: CD8+ vesicle-bound cell fraction;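 binding gate set so that unloaded-vesicle control wells show 10% double positive cells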
NTR1 ag cell count 20 µM = further read-out of NTR1 ag, marked with its call; cell count; measured here: cell count, cytotoxicity flag
The depositor's hits bear a star; i = inactive.

SMILES	T cell HTS	T cell HTS vesicle-bound %	NTR1 ag	NTR1 ag cell count 20 µM
COc1ccc(COC(=O)CN2C(=O)NC3(CC(C)CC(C)(C)C3)C2=O)cc1F (stereo not drawn)	i	12	0.8	75
Cc1cc(C)c(S(=O)(=O)N2CCN(C(=O)c3cc(=O)[nH]c4ccccc34)CC2)c(C)c1	i	18	5.0	62
CCCN(CC(=O)Nc1ccccc1C)C(=O)c1ccc(N2CCCC2=O)cc1	i	36	2.0	41
CCc1nnc(NC(=O)c2cc(S(=O)(=O)N3CCCCC3)ccc2C)s1	i	44	4.3	53
CC(C)(C)OC(=O)C[C@@H]1C/C=C\C[C@@H](CC(=O)N[C@@H](CO)Cc2ccccc2)C(=O)NC[C@@H](c2ccccc2)OC1=O	i	28	1.4	52
CC(=O)OCC1OC(n2cc(F)c(=O)[nH]c2=O)C(OC(C)=O)C1OC(C)=O (stereo not drawn)	i	46	-1.1	39
O=C(COC(=O)Cn1nnc(-c2ccccc2)n1)Nc1cc(F)ccc1F	i	46	-1.4	54
CC(=O)Nc1ccc(NC(=O)CSCc2ccccc2Cl)cc1	i	54	1.8	52
Cc1ccc(S(=O)(=O)N(C)CCCC(=O)Nc2ccccn2)cc1	i	52	0.5	68
COCCN(CC(=O)Nc1cccc(C)c1C)C(=O)c1cc(-c2cccs2)nn1-c1ccccc1	i	27	0.6	70
CCc1ccc(C(=O)Nc2cc(S(=O)(=O)N3CCOCC3)ccc2N2CCOCC2)cc1	i	51	1.3	55
CCc1ccccc1NC(=O)CNC(=O)c1cn(Cc2ccccc2)nc1-c1cccnc1	i	25	-0.2	53
CCCC(CNC(=O)COC(=O)C1=NNC(=O)CC1)c1ccc(Cl)cc1Cl (stereo not drawn)	i	32	1.9	59
CCOC(=O)c1ccc(NC(=O)c2nc[nH]c2C(=O)NCCCCNC(=O)c2[nH]cnc2C(=O)Nc2ccc(C(=O)OCC)cc2)cc1	i	40	2.5	73
O=C(COC(=O)c1ccc(Br)o1)NCc1ccc2c(c1)OCO2	i	44	-1.9	54
N#Cc1ccccc1OCC(=O)N1CCN(S(=O)(=O)c2ccc(Cl)cc2)CC1	i	47	-0.3	66
C[C@]12c3[nH]c4ccccc4c3CCN1C(=O)C(CC(=O)NCCc1ccccn1)C[C@@H]2C(=O)N1CCOCC1 (stereo partly drawn)	i	8	2.4	41
COc1cccc(NC(=O)CN(c2ccccc2OC)S(=O)(=O)c2cccs2)c1	i	20	0.1	57
COc1cc(/C=C/C(=O)OCC(=O)c2ccc(OC(F)F)cc2)ccc1O	i	45	3.3	50
O=C(CC(NC(=O)c1ccccc1)c1ccccc1)NCc1ccccc1 (stereo not drawn)	i	31	1.8	70
CCN(C[C@H]1N[C@@](Cc2ccccc2)(C(=O)OC)[C@H]2C(=O)N(Cc3ccccc3)C(=O)[C@@H]12)S(=O)(=O)c1ccc(F)cc1	i	13	2.5	62
CCC[C@@H](CN1CCC[C@H]1CN1C(N)=NC[C@H]1CC(C)C)N1C[C@@H]([C@H](C)CC)N(CCc2ccc(Cl)c(Cl)c2)C1=N	i	5	-1.8	67
C=C[C@H](CC(C)C)N(Cc1ccccc1)S(=O)(=O)N(Cc1ccc(OC)cc1)[C@H](C=C)CC(C)C	i	31	1.2	43
CC[C@]12c3[nH]c4ccccc4c3CCN1C(=O)C(CC(=O)NCc1ccco1)C[C@@H]2C(=O)N1CCN(C(=O)C2CC2)CC1 (stereo partly drawn)	i	13	-0.6	49
O=C(N/N=C/c1c(Cl)cccc1Cl)c1ccc(-n2cnnn2)cc1	i	28	0.0	90

Next part
SMILES	T cell HTS	T cell HTS vesicle-bound %	NTR1 ag	NTR1 ag cell count 20 µM
COC(=O)[C@H](CCSC)NC(=O)Cn1cnc2c(SC)nc(N)nc21	i	8	-3.1	57
CC(C)(C)[C@@H]1CCC(=O)N(CC[C@H](Sc2ccc(Br)cc2)c2ccccc2)CC1	i	53	6.9	48
O=C(COC(=O)c1cncc(Br)c1)Nc1ccc(N2CCCCC2)cc1	i	30	-1.4	63
CC(OC(=O)c1cc(S(=O)(=O)N2CCOCC2)ccc1F)C(=O)NC1CCCC1 (stereo not drawn)	i	33	2.3	54
Cc1cccc(C)c1NC(=O)CNC(=O)c1ccc2ccccc2n1	i	54	-1.9	37
Cc1ccc2c(COC(=O)C3CC(=O)N(c4ccc5c(c4)OCCO5)C3)cc(=O)oc2c1 (stereo not drawn)	i	47	-0.9	50
CN(C(=O)c1cccc(S(=O)(=O)NCc2ccccc2)c1)C1CCCCC1	i	33	-0.5	49
C=CC[C@H](CC(=O)N(CCO)Cc1ccccc1)C(=O)NCCOC(=O)[C@H](CC=C)CC(=O)OC(C)(C)C	i	13	-0.5	43
C[C@H](CO)N1C[C@H](C)[C@@H](CN(C)C(=O)NC2CCCCC2)Oc2ccc(NC(=O)NC3CCCCC3)cc2C1=O	i	6	0.8	67
COC(=O)c1sccc1NC(=O)c1ccccc1C(=O)O	i	8	0.8	58
COc1cc(/C=N/NC(=O)c2cc(-c3ccccc3Cl)nc3ccccc23)cc(OC)c1O	i	22	4.1	47
C=CCN(CC(=O)NC1CC1)S(=O)(=O)c1cccc(C(F)(F)F)c1	i	18	0.6	72
COc1ccc(Cl)cc1NC(=O)CN(C)C(=O)C1CCN(C(=O)Nc2ccccc2)CC1	i	39	0.2	71
COc1ccc(C(=O)NCC(c2ccco2)N2CCCC2)cc1S(=O)(=O)N1CCCCC1C (stereo not drawn)	i	40	0.5	51
Cc1c(NS(=O)(=O)c2cc([N+](=O)[O-])ccc2Cl)c(=O)n(-c2ccccc2)n1C	i	40	0.0	71
Cc1cc(C)n(-c2ccc(C(=O)OCC(=O)Nc3ccccc3F)cc2)n1	i	41	2.2	51
C[C@H](CO)N1C[C@H](C)[C@@H](CN(C)C(=O)Nc2ccc3c(c2)OCO3)Oc2c(NC(=O)C3CCCCC3)cccc2C1=O	i	18	-1.8	70
CN(C)c1ccc(C(=O)NNC(=O)C23CC4CC(CC(C4)C2)C3)cc1	i	49	-1.0	51
CC(=O)Nc1nc2cc(N)ccc2s1	i	37	0.0	64
O=C(COC(=O)Cc1cccs1)Nc1cc(S(=O)(=O)N2CCOCC2)ccc1Cl	i	23	1.9	65
O=C(c1cc(-c2ccncc2)nc2ccccc12)N1CCN(c2ncccn2)CC1	i	34	2.5	55
COc1ccc(CN(C)C(=O)COC(=O)c2cnc(Cl)c(Cl)c2)cc1	i	16	5.9	42
Cc1noc(C)c1NC(=O)Nc1cccc2c1O[C@H](CN(C)C(=O)NC(C)C)[C@@H](C)CN([C@H](C)CO)C2=O	i	16	-1.0	54
O=C(COC(=O)c1ccc(CO)cc1)Nc1ccc2ccccc2c1	i	32	0.9	66
CC(C(=O)Nc1ccc(S(=O)(=O)N2CCCC2)cc1)N1CCN(c2ccccc2O)CC1 (stereo not drawn)	i	44	2.5	72

Record cards, as listed above. Screens in order: T cell HTS | T cell HTS vesicle-bound % | NTR1 ag | NTR1 ag cell count 20 µM
CC(OC(=O)c1cc(S(=O)(=O)N2CCOCC2)ccc1F)C(=O)NC1CCCC1 (stereo not drawn) reads i | 33 | 2.3 | 54
O=C(COC(=O)c1ccc(CO)cc1)Nc1ccc2ccccc2c1 reads i | 32 | 0.9 | 66
COc1ccc(Cl)cc1NC(=O)CN(C)C(=O)C1CCN(C(=O)Nc2ccccc2)CC1 reads i | 39 | 0.2 | 71
COC(=O)[C@H](CCSC)NC(=O)Cn1cnc2c(SC)nc(N)nc21 reads i | 8 | -3.1 | 57
O=C(COC(=O)c1ccc(Br)o1)NCc1ccc2c(c1)OCO2 reads i | 44 | -1.9 | 54

Further results.
SMILES	T cell HTS	T cell HTS vesicle-bound %	NTR1 ag	NTR1 ag cell count 20 µM
Cc1ccc2nc(-c3ccc(-c4cccc(Cl)c4)cc3)c(NCc3ccccc3)n2c1	i	11	7.4	74
COc1ccc([C@H]2CC(=O)C=C(c3cccc(Br)c3)C2)cc1OC	i	38	0.8	77
Cc1c(C(=O)N2CCN(S(=O)(=O)c3ccccc3)CC2)oc2ccc(Br)cc12	i	50	6.5	49
Cc1ccc2cccc(OCC(=O)N(C)CC(=O)Nc3ccc(F)cc3)c2n1	i	42	1.1	58
CC1=NN(c2ccccc2)C(=O)/C1=C/c1ccc(-c2ccc(C)c(C(=O)O)c2)o1	i	41	3.2	47
Cc1ccc(-n2c(C)cc(C(=O)OCC(=O)N3CCOCC3)c2C)cc1	i	8	-1.6	55
COc1ccc(NC(=O)N(C)C[C@H]2Oc3c(NC(=O)Nc4ccc5c(c4)OCO5)cccc3C(=O)N([C@H](C)CO)C[C@@H]2C)cc1	i	9	0.1	49
O=C(COC(=O)CN1C(=O)NC2(CCCCC2)C1=O)Nc1cc(F)ccc1F	i	9	-1.9	51
O=C(COC(=O)c1ccc(F)cc1F)Nc1ccc(Cl)cn1	i	37	-2.2	39
CC(C)(C)OC(=O)C[C@H]1C/C=C\C[C@@H](CC(=O)N(CCO)Cc2ccccc2)C(=O)N[C@H](C(C)(C)C)COC1=O	i	11	-0.6	69
Clc1ccc(-c2nc(-c3ccncc3)no2)c(Cl)c1	i	18	2.7	47
O=C(Nc1nc(-c2ccco2)c(-c2ccco2)s1)c1c(F)cccc1Cl	i	41	4.8	53
CN1CCC(N(C)C(=O)c2ccc(Cl)c(S(=O)(=O)N(C)c3ccc(Cl)cc3)c2)CC1	i	38	1.0	70
Cn1c(-c2ccsc2)c(-c2cccs2)c2cc(Br)ccc21	i	36	9.4	56
CC1(c2ccccc2)NC(=O)N(CC(=O)N(c2ccccc2)C2CCS(=O)(=O)C2)C1=O (stereo not drawn)	i	51	-0.8	59
CSc1cccc(NC(=O)COC(=O)C2(c3ccccc3)CC2)c1	i	47	1.5	57
CC(=O)Nc1ccc(NC(=O)C(C)OC(=O)C23CC4CC(CC(Cl)(C4)C2)C3)cc1 (stereo not drawn)	i	22	-0.2	63
CNC(=O)NC(=O)CSc1ccc(S(=O)(=O)N2CCOCC2)cn1	i	27	2.0	60
Cc1ccc(C)c(S(=O)(=O)N2CCN(C(=O)/C=C/c3ccco3)CC2)c1	i	29	2.5	57
COc1ccccc1C(=O)Nc1ccc(OCC(=O)N2CC(C)CC(C)C2)cc1 (stereo not drawn)	i	15	-1.1	94
Cc1nc(SCC(=O)NNC(=O)c2ccc(F)cc2)c2ccccc2n1	i	40	0.8	43
COc1ccc(S(=O)(=O)N2CCCCCC2)cc1C(=O)N(C)Cc1c(F)cccc1Cl	i	22	2.1	62
CCOC(=O)[C@H]1[C@H]2COc3ccc(C)cc3[C@@H]2N2C(=O)CN(Cc3ccc(F)cc3)C(=O)[C@@]12C	i	31	0.0	46
CC(NC(=O)OCc1ccccc1)c1ccccc1 (stereo not drawn)	i	34	2.5	57
Cc1csc(=O)n1CCC(=O)OCC(=O)Nc1ccc(S(N)(=O)=O)cc1	i	12	-0.5	54

(cont.)
SMILES	T cell HTS	T cell HTS vesicle-bound %	NTR1 ag	NTR1 ag cell count 20 µM
CCOc1ccc(S(=O)(=O)Nc2cccc(C(=O)N3CCN(c4ccccc4O)CC3)c2)cc1	i	47	0.4	55
CN1CCN(C(=O)CN2C(=O)NC(C)(c3ccc4ccccc4c3)C2=O)CC1 (stereo not drawn)	i	22	-3.5	54
Cc1ccccc1C(C)NC(=O)COC(=O)Cn1cc(C(F)(F)F)ccc1=O (stereo not drawn)	i	15	-0.6	57
COc1ccccc1CNC(=O)c1cccc(S(=O)(=O)N(C)c2ccccc2)c1	i	43	-1.5	43
C=CC[C@@H](CC(=O)N[C@H](CO)Cc1ccccc1)C(=O)N[C@@H](COC(=O)[C@@H](CC=C)CC(=O)OC(C)(C)C)Cc1c[nH]c2ccccc12	i	9	2.6	63
CC1CN(C(=O)c2ccc([N+](=O)[O-])s2)CC(C)O1 (stereo not drawn)	i	56	0.1	59
COc1ccccc1C(=O)Nc1ccc(OCC(=O)N2CC(C)OC(C)C2)cc1 (stereo not drawn)	i	30	-1.1	55
CC1CCCCC1NCC(=O)Nc1ccccc1C(=O)Nc1ccccc1 (stereo not drawn)	i	45	1.0	53
COc1ccc(S(=O)(=O)N(C)C[C@H]2Oc3ccc(NS(=O)(=O)c4cn(C)cn4)cc3C(=O)N([C@H](C)CO)C[C@@H]2C)cc1	i	14	-0.4	68
COc1ccc(NC(=O)CN(C)C(=O)c2cc(C3CC3)nn2-c2ccccc2)cc1	i	48	-2.4	54
O=C(O)CCC(=O)OCCc1cc2ccccc2c(=O)o1	i	4	-0.3	54
O=C1CN(C(=O)COC(=O)CCC(=O)c2ccc(F)cc2)c2ccccc2N1	i	48	0.6	54

A portion taken from the entries so far, as a working copy:
SMILES	T cell HTS	T cell HTS vesicle-bound %	NTR1 ag	NTR1 ag cell count 20 µM
CC1CCCCC1NCC(=O)Nc1ccccc1C(=O)Nc1ccccc1 (stereo not drawn)	i	45	1.0	53
COc1ccc(S(=O)(=O)N(C)C[C@H]2Oc3ccc(NS(=O)(=O)c4cn(C)cn4)cc3C(=O)N([C@H](C)CO)C[C@@H]2C)cc1	i	14	-0.4	68
COc1ccc(NC(=O)CN(C)C(=O)c2cc(C3CC3)nn2-c2ccccc2)cc1	i	48	-2.4	54
O=C(O)CCC(=O)OCCc1cc2ccccc2c(=O)o1	i	4	-0.3	54
O=C1CN(C(=O)COC(=O)CCC(=O)c2ccc(F)cc2)c2ccccc2N1	i	48	0.6	54

Screening data: PubChem BioAssay, several laboratories

This is a subset; rates above refer to the full screens.
